# B2AR arrestin: qHTS assay of beta-arrestin-biased ligands of beta2-adrenergic receptor; beta-arrestin recruitment to beta2AR, cell-based reporter; hit rate 0.02% among 330,000; Potency, µM (titrated, usually from 46.1 µM), for inactives: at the highest dose activation, actives largely listed as activators; Beta-2 adrenergic receptor (Homo sapiens), P07550;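 also: potency is read from the fitted curve at half-maximal effect; 0% = DMSO controls and full agonism = EC100 isoproterenol or metaproterenol; nearly all actives have a fitted effect of over 65% in size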
# Eya2 inh: qHTS Assay for Inhibitors of the Phosphatase Activity of Eya2; Protein phosphatase EYA2 (Homo sapiens), O00167; recombinant Eya2, OMFP fluorescence dephosphorylation (OMFP is methylfluorescein phosphate); Potency, µM (series often up to 76.9 µM), for the others: top-dose activity, negative = inhibition, actives largely listed as inhibitors; hit rate 0.006% among 330,000; also: potency is read from the fitted curve at half-maximal effect
#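 Eya2 (0.2 uM) preincubated 10 min at ambient with compound, then OMFP substrate added at 50 uM; 10 min reaction in 50 mM HEPES pH 7.5, 50 mM NaCl, 5 uM MgCl2, 0.05% BSA, 1 mM DTT. Fluorescence read at Ex 485/Em 525 nm.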
# USP2a inh: qHTS Assay for Inhibitors of Ubiquitin-specific Protease USP2a Using CHOP2 as the Reporter | Ubiquitin carboxyl-terminal hydrolase 2 (Homo sapiens), O75604 | USP2 core, Ub-CHOP2 coupled fluorogenic reporter, 485/531 | Potency, µM (top dose mostly 38.3 µM), without a hit: at the top dose activity change, negative = inhibition, usual class: inhibitors | AID 463254, 2010 | hit rate 0.01% among 330,000;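 also: potency is read from the fitted curve at half-maximal effect; plate controls were DMSO wells for no effect and full inhibition by NEM control for full effect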
# Target sequence (O75604 whole entry, looked up): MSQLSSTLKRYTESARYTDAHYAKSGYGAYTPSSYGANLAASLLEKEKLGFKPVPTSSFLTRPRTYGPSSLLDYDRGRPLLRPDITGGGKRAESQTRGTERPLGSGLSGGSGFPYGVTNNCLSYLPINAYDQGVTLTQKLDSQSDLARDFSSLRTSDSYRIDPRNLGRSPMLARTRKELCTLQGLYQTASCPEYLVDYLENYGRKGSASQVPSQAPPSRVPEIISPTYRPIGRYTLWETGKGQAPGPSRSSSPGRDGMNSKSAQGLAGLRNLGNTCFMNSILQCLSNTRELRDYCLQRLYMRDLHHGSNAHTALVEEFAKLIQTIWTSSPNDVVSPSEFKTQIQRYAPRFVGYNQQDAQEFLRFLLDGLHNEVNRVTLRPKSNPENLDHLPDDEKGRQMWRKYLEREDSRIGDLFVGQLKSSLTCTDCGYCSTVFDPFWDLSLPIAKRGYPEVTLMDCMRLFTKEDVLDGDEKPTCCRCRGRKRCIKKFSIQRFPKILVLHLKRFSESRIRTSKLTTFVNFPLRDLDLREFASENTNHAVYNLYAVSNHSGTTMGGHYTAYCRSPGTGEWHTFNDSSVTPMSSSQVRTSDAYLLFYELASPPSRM
#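 USP2 core (10nM final) preincubated 30min RT with compound in 20mM Tris-HCl pH 8.0, 2mM CaCl2, 2mM beta-mercaptoethanol, 0.05% CHAPS; 25nM Ub-CHOP2 plus 25nM reporter substrate added, fluorescence (Ex485/Em531) read after 60min.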
# FBPA coupling cs: qHTS Assay for Inhibitors of Fructose-1,6-bisphosphate Aldolase from Giardia Lamblia: Coupling assay counterscreen | AID 2472, 2010 | coupling enzyme system counterscreen, AmpLite Red fluorescence | hit rate 0.67% among 290,000 | activity change, negative = inhibition, % at 58.2 µM, hits read low; in the data active = activity change below about -30%
#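 Coupling enzymes only (glyceraldehyde-3-phosphate) + compound, at 57.5 uM final, 10 min RT; add substrate/coupling/AmpLite Red mix, 20 min RT; fluorescence ex 525/em 598 nm. Actives flag coupling-system interference.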
# GALK inh: qHTS Assay for Inhibitors of Human Galactokinase (GALK) | P51570 | Purified GALK, Kinase-Glo residual ATP luminescence | hit rate 0.007% among 270,000 | Potency, µM (top dose mostly 57.5 µM), without a hit: at the top dose activity change, negative = inhibition, usual class: inhibitors | AID 1868, 2009; also: potency is read from the fitted curve at half-maximal effect
# Target sequence (P51570 whole entry, looked up): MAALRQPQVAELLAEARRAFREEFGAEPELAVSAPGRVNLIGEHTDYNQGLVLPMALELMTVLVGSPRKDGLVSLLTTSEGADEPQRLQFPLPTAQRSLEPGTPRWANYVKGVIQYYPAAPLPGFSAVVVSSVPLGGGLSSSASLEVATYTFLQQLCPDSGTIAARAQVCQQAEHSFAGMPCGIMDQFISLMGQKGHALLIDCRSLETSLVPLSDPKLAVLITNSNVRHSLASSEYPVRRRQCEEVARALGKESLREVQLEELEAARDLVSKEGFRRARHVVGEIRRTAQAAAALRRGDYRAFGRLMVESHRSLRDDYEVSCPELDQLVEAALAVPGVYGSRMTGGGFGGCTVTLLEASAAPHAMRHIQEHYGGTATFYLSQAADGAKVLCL
#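 Luminescence from leftover ATP (Ultra-Glo luciferase/luciferin) served as read-out after a 1 h room-temperature reaction of 5 nM GALK with 35 uM ATP and 100 uM galactose.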
# Giardia killer: Small Molecules that selectively kill Giardia lamblia: qHTS; AID 540267, 2011; hit rate 0.15% among 340,000; activity change, % at 7.66 µM, hits read low; Giardia lamblia trophozoite viability; in the data active = activity change below about -80%; inconclusive = between about -30% and that limit;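 also: parasites exposed to compound for two days anaerobically before the ATP read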
#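 Anaerobic 48 hrs incubation at 37 deg C of 100 trophozoites/well with test compounds; ATPLite 1-Step luminescence, 15-30 min RT, reports cellular ATP as viability.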
# BCR signal inh: qHTS Assay to Find Inhibitors of Chronic Active B-Cell Receptor Signaling | ABC-DLBCL IkBa-CBG/CBR reporter, luminescence ratio, 4 h | Potency, µM (highest dose often 46.1 µM), without a hit: at the highest dose ratio change, negative = lower green/red ratio, hits mostly inhibitors | hit rate 0.05% among 340,000; active = well fitted inhibition curve with a large enough effect in the signal ratio, with a control signal flat, not every such curve was filed as active; inconclusive = small, poorly fitted or top-dose-only effect, or effect the other way, or a change in a side signal; the % refers to the signal ratio;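 also: potency is read from the fitted curve at half-maximal effect; plate controls were basal doxycycline-induced cells for no effect and cells given 10 µM MG132 for full effect; MG132 reads +100%, hits lower the ratio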
#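 Doxycycline induced both beetle luciferases in TMD8 lymphoma cells; IKK-driven degradation limits the IkappaBalpha-fused green signal, while red luminescence normalises for cell number and nonspecific effects. Compounds tested up to 46 uM, 4 hrs.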
# hERG WT inh: qHTS for Inhibitors of KCHN2 3.1: Wildtype qHTS | hit rate 0.37% among 340,000 | Voltage-gated inwardly rectifying potassium channel KCNH2 (Homo sapiens), Q12809 | U2OS, BacMam KCNH2, thallium flux FluxOr; stronger effect = lower value | activity change, % at 1.84 µM;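 active = maximum activity change below -70%; inconclusive = maximum activity change between -70% and -50%; inactive = maximum activity change above -50%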
#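 U2OS cells transduced with wild-type KCNH2 virus are loaded with FluxOr dye for 45 min, and thallium flux is measured in kinetic reads before and after stimulation buffer. Rate constants are normalized to DMSO controls.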
# uPA generation: qHTS for Inhibitors of Cell Surface uPA Generation; cell surface uPA generation assay, qHTS; Potency, µM (highest dose often 38.3 µM), without a hit: at the highest dose activity change, negative = inhibition, most hits filed as inhibitors; hit rate 0.31% among 330,000; active = well fitted inhibition curve with a large enough effect; inconclusive = small, poorly fitted or top-dose-only effect; inactive = no such curve, though single readings can be large or run the other way; tested in mouse RAW 264.7 cells; also: potency is read from the fitted curve at half-maximal effect; nearly all actives have a fitted effect of over 55% in size
# KCNH2 3.1 block: qHTS for Inhibitors of KCHN2 3.1: Mutant qHTS. Potassium voltage-gated channel subfamily H member 2, brain isoform KCNH2 3.1 (human). U2OS KCNH2 3.1, thallium flux FluxOr; stronger effect = lower value. activity change, % (tested at about 1.8 µM). hit rate 0.95% among 340,000. AID 720553, 2013;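 active = maximum activity change below -70%; inconclusive = maximum activity change from -70% to -50%; inactive = maximum activity change above -50%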;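 also: thallium influx rate constant from kinetic fluorescence after stimulation buffer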
#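 We transduce U2OS cells with the mutant 3.1 virus, culture them overnight, load FluxOr with Red40 quencher for 45 min, then add stimulation buffer and read kinetically for 2 min to derive a normalized rate constant.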
# PKM2 activator: qHTS Assay for Activators of Human Muscle isoform 2 Pyruvate Kinase | purified PKM2, Kinase-Glo ATP luminescence, activation; response scale: 0% is enzyme alone, no compound | Potency, µM (top dose mostly 57.5 µM), for inactives: at the top dose activation, actives largely listed as activators | hit rate 0.34% among 260,000 | AID 1631, 2009 | Pyruvate kinase PKM (Homo sapiens), P14618; also: potency is read from the fitted curve at half-maximal effect; nearly all actives have a fitted effect of over 55% in size
#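 hPK-M2, >95% pure; 0.1 mM ADP / 0.5 mM PEP final; imidazole pH7.2 buffer w/ 7 mM MgCl2, 50 mM KCl; 1 h RT; Kinase-Glo lum. Intermediate enzyme activity for dual inhibitor/activator qHTS.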
# * marks the source's active call; other numbers are inactive results; ? = inconclusive; . = no result given; & = joins results of further samples; [ ] = dose if it differs, or a comment. Unless noted, calls follow the shape of the dose curve; as a rule, active = well fitted curve in the direction sought with a large enough effect; inconclusive = small, poorly fitted or top-dose-only effect, or another doubt; inactive = no such curve, though single readings can be large; an effect the other way counts as inactive or inconclusive. Unless noted, % is scaled to controls: 0 for no effect and ±100 for the full control effect.
SMILES,B2AR arrestin,Eya2 inh,USP2a inh,FBPA coupling cs,GALK inh,Giardia killer,BCR signal inh,hERG WT inh,uPA generation,KCNH2 3.1 block,PKM2 activator
CCCOC(=O)C1[C@H]2C(=O)N(CCCOC)C[C@]23C=C[C@H]1O3 (some centres not stated),-0.5%,9%,2%,2,-1%,12,-6%,4,.,-9,0%
O=C1/C(=C/c2ccccn2)SC(=S)N1c1cccc(O)c1,-0.4%,-1%,1%,2,.,-2,-25%,-1,-22%,-4,0%
COc1ccc(NC(=S)NNC(=O)c2ccc(S(=O)(=O)N3CCOCC3)cc2)cc1,0.0%,-13%,-2%,5,10%,13,-2%,-1,-6%,-9,-1%
CCn1nc(C)c(NC(=O)/C=C/c2cnn(C)c2)c1C,-0.1%,13%,2%,-1,-1%,-12,-1%,6,.,.,-4%
COc1ccc(CCN2CC(C#N)=C3c4cc(OC)c(OC)cc4CCN3C2)cc1OC,-0.6%,-4%,?,0,0%,-12,-15%,10,?,7,-1%
O=C(NCc1ccco1)C1CN(S(=O)(=O)c2ccccc2)CCN1S(=O)(=O)c1ccccc1 (configuration not stated),2.6%,-12%,2%,1,1%,5,1%,-4,.,6,0%
Cc1nc2ccccc2c(=O)n1/N=C/c1cn(-c2ccccc2)nc1-c1cccs1,-0.1%,2%,1%,2,2%,-7,?,-1,-4%,-9,-3%
CCOc1ccc2oc(C(=O)N(Cc3nnc(-c4ccccc4Cl)o3)C3CC3)c(C)c2c1,0.2%,-16%,-2%,.,.,-6,-15%,-11,-2%,5,.
COc1ccc(N2CCN(C(=O)Nc3cccc(C(F)(F)F)c3)CC2)cc1,-0.2%,-23%,0%,0,0%,-7,-10%,2,2%,-19,0%
Nc1sc(-c2ccccc2)n[n+]1Cc1cccc2cccnc12,-0.6%,-4%,0%,-1,-1%,-1,?,12,7%,-33,8%
COc1cccc(/C=C/C(=O)OCC(=O)N2CCCC2)c1OC,0.5%,5%,-3%,.,.,-7,-7%,0,-1%,-7,.
CN1CCN(CC(=O)Nc2ccc(S(=O)(=O)N(C)C)cc2)CC1,-0.6%,-1%,-17%,0,0%,3,3%,-1,1%,-2,.
CCOc1ccccc1N1CCN(C(=O)c2ccccc2)CC1,-1.0%,-13%,1%,0,0%,1,-1%,3,-1%,13,-18%
CCOC(=O)c1ccc(NCCOC)c([N+](=O)[O-])c1,-0.2%,12%,-1%,0,10%,-10,?,-3,0%,-5,5%
Cc1cc([N+](=O)[O-])c(N2CCC[C@@H]2C(=O)O)c([N+](=O)[O-])c1,-0.1%,6%,-1%,0,1%,-22,4%,-6,3%,5,2%
CC1(C(=O)N2CC3(CC(c4cccc([N+](=O)[O-])c4)=NO3)C[C@H]2C(=O)NCC(N)=O)CC1 (some centres not stated),0.3%,?,2%,0,2%,-3,-14%,.,5%,.,-8%
CC(C(=O)c1ccccc1)[n+]1cccc(C(N)=O)c1 (configuration not stated),-0.8%,12%,-1%,0,-2%,-9,1%,-7,-2%,6,3%
CCOC(=O)c1ccc(NC(=O)COc2ccc(S(=O)(=O)N3CCCC3)cc2)cc1,0.4%,16%,2%,-2,-2%,-7,14%,-1,-3%,0,3%
O=C(CN1C(=O)NC2(CCc3ccccc32)C1=O)c1ccc(Br)cc1 (configuration not stated),-1.4%,1%,-2%,.,.,35[activator],3%,-9,1%,-30,.
COc1ccc(CCNC(=O)CCCOc2cc(=O)n(C)c3ccccc23)cc1OC,0.0%,-2%,-1%,-2,-1%,3,?,-6,-3%,1,-4%
O=C1C=C(c2cc3ccccc3s2)C[C@@H](c2ccc(F)cc2)C1,0.3%,12%,2%,.,.,-19,?,-1,17%,-23,.
CCN(CC)S(=O)(=O)c1ccc2c(c1)c(=O)c(C(=O)NCc1ccc3c(c1)OCO3)cn2C,-2.7%,-3%,2%,-1,.,.,0%,.,.,.,0%
CCCn1cc(SCC(=O)Nc2ccc3c(c2)OCO3)c2ccccc21,-0.2%,-22%,-1%,-3,0%,41[activator],2%,-2,0%,12,3%
CCn1c(SCC(=O)Nc2nc(C)cs2)nnc1C(NC(=O)c1ccccc1Cl)C(C)C (configuration not stated),-0.4%,1%,1%,-1,1%,0,7%,-3,6%,5,-6%
Cc1cccc(-n2nnnc2SCc2csc(-c3ccccc3)n2)c1,0.8%,-3%,-12%,2,-1%,-5,?,-2,7%,-28,4%
CC(=O)NC1(C(F)(F)F)C(=O)Nc2c1c(=O)[nH]c(=O)n2Cc1ccco1 (configuration not stated),.,.,.,1,3%,-14,.,-3,2%,4,-13%
O=C(CSc1nnc(-c2cnccn2)n1Cc1ccco1)c1ccc2ccccc2c1,-0.4%,6%,-2%,-2,-1%,0,-4%,3,.,1,7%
CC1Sc2ccc(S(=O)(=O)CCC(=O)NCc3ccccc3Cl)cc2NC1=O (configuration not stated),0.6%,8%,1%,0,-1%,46[activator],-4%,4,3%,3,1%
O=C(COC(=O)C1(c2ccccc2F)CCCC1)N1CCc2ccccc21,5.2%,-2%,4%,5,-3%,-8,-5%,9,-1%,2,2%
Cc1c(Cl)cccc1Nc1ccccc1C(=O)O,0.0%,6%,1%,8&10&2,-4%,-7,13%,-7,14%,11,0%
CCOC(=O)C1/C(=N\O)CC(C)(O)C(C(=O)OCC)C1c1ccc(N(C)C)cc1 (configuration not stated),0.5%,-8%,5%,-19,2%,-13,?,9,3%,11,-2%
CCOC(=O)CSc1nnc(CNc2ccccc2Cl)n1-c1ccccc1,-0.8%,-5%,1%,-1,2%,8,0%,-1,-6%,10,2%
COc1ccc(NC(=O)CN2C(=O)NC(C)(C3CCCCC3)C2=O)c(OC)c1 (configuration not stated),3.3%,7%,1%,.,.,-12,0%,3,2%,7,.
CN1CCN(/N=C/c2ccc(-c3ccccc3)cc2)CC1,0.1%,1%,-1%,-1,10%,-7,5%,44,-1%,-48,.
COc1cccc(CNC(=O)c2ccc3nc[nH]c3c2)c1,-0.2%,-7%,0%,1,2%,-6,?,-6,1%,5,-10%
O=C(N/N=C/c1ccco1)c1ccc(NC(=O)C2CCCCC2)cc1,-0.3%,-2%,-1%,.,1%,-21,1%,1,-5%,-9,.
CCOC(=O)c1ccc[n+](CC(=O)c2ccccc2)c1,0.1%,-4%,5%,0,2%,-24,4%,1,-1%,-1,18%
O=C(NC1CCCCC1)C(c1ccncc1)N(Cc1ccccc1)C(=O)c1ccc(-c2ccccc2)[nH]1 (configuration not stated),4.7%,-10%,5%,-3,-2%,8,?,-2,-14%,-12,5%
O=C(COC(=O)c1ccc([N+](=O)[O-])o1)NCc1ccc(F)cc1,2.8%,-23%,4%,.,.,-13,1%,4,5%,14,.
O=C(Nc1ccc(Br)cc1)N1CCCC(O)C1 (configuration not stated),0.2%,4%,-5%,8,-1%,1,?,11,9%,0,-14%
c1cncc(CNc2nc(N3CCOCC3)nc(N3CCOCC3)n2)c1,0.1%,14%,-1%,-1,0%,-14,-19%,6,-1%,-12,-6%
CCOC(=O)c1ccc(CNC(=O)Cn2nnc(-c3ccccc3F)n2)o1,-0.2%,2%,-1%,4,9%,-24,-15%,3,3%,7,6%
OC(COc1ccc(Br)cc1)CN1CCOCC1 (configuration not stated),-0.3%,-10%,-2%,3,-3%,7,6%,28,8%,1,-1%
CN(CC(=O)Nc1cccc(F)c1)C(=O)c1ccc(C(=O)c2ccccc2)cc1,-0.9%,12%,0%,.,.,8,-5%,1,16%,6,.
CSCC[C@@H](Nc1nc(-c2ccccc2)nc2c1oc1ccccc12)C(=O)O,-0.1%,-18%,1%,13,-1%,9,14%,2,.,16,1%
CCn1c(SCC(=O)Nc2cccnc2Cl)nnc1-c1ccccc1,-1.9%,-6%,-8%,3,1%,-7,-3%,7,3%,6,2%

# Screening results (PubChem)
